Compound activity from PubChem BioAssay.
USP1 inh – blocks the human USP1/UAF1 deubiquitinase complex; O94782; 0.23% of 390,000 active; recombinant USP1/UAF1, Ub-Rhodamine cleavage fluorescence; Potency, µM (top dose mostly 57.1 µM), without a hit: top-dose activity change, negative = inhibition, usual class: inhibitors; note: potency is the fitted concentration of half-maximal effect; % is set by controls: 0 for no effect and ±100 for the full control effect; nearly all actives have a fitted effect of over 60% in size; inactives centre near -12
Target sequence (O94782 whole entry, looked up): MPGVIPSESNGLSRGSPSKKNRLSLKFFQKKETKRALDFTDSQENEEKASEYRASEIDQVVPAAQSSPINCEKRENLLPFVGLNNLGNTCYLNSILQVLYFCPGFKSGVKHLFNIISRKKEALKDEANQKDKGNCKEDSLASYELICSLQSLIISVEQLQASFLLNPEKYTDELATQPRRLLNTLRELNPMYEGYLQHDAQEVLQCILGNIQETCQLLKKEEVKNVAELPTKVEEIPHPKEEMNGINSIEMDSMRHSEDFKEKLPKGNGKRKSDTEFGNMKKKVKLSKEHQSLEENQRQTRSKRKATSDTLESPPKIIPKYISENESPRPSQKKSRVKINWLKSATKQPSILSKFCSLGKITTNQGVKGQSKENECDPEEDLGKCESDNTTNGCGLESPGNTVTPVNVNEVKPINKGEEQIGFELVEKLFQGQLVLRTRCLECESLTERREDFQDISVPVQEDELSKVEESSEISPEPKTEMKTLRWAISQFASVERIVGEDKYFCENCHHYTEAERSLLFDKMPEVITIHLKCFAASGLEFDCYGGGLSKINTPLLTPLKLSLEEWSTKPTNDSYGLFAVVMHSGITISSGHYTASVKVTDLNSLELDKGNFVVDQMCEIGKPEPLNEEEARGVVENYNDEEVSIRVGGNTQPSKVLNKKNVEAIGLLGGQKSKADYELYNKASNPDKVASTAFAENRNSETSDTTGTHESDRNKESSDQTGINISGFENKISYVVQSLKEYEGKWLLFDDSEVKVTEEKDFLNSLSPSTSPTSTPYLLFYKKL
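1 nM enzyme complex + cpd, 15 min RT; start with Ub-Rho 150nM final; kinetic fluorescence ex 480/em 540, 6 reads q60 s. Buffer 50mM HEPES pH 7.8, 0.5mM EDTA, 0.1 mg/ml BSA, 1mM TCEP, 0.01% Tween-20.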
Vif-A3G inh – blocks the Vif interaction with human APOBEC3G; Q9HC16; HeLa A3G-eYFP + Vif (tagged APOBEC3G with the HIV-1 protein that degrades it), YFP fluorescence, overnight; Potency, µM (series often up to 46.1 µM), for the others: at the highest dose activity, negative = active, actives largely listed as inhibitors; 0.076% of 410,000 active; AID 602310;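 note: potency is the fitted concentration of half-maximal effect; % is set by controls: 0 for no effect and ±100 for the full control effect; nearly all actives have a fitted effect of over 60% in size; hits raise eYFP signal because A3G escapes Vif-driven loss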
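Read-out is eYFP fluorescence (Ex 488/Em 500-530) from Vif-expressing HeLa A3G-eYFP cells; more signal means A3G escaped Vif-mediated degradation. Cells plated overnight, compound pinned in, incubated overnight at 37 deg C.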
TrxR1 substrate – substrates of rat thioredoxin reductase 1 | O89049 | purified TrxR1 substrate turnover, NADPH consumption readout | Potency, µM (titrated, usually from 114 µM), for inactives: at the highest dose activity change, negative = substrate turnover | 0.01% of 390,000 active; note: potency is the fitted concentration of half-maximal effect; % is set by controls: 0 for no effect and ±100 for the full control effect; nearly all actives have a fitted effect of over 50% in size
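Rat TrxR1, dispensed at 90 nM, was prereduced with 400 uM NADPH (final) for 5 min at ~22 deg C, then incubated with compound 15 min before 400 uM selenite. A first-read NADPH fluorescence drop versus no-compound background flagged substrates.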
IDH1 R132H inh – blocks human mutant IDH1 R132H enzyme | IDH1-R132H enzyme, NADPH consumption, diaphorase/resazurin fluorescence | Potency, µM (series often up to 76.6 µM), without a hit: top-dose activity change, negative = inhibition, hits mostly inhibitors | 0.093% of 390,000 active | O75874; note: potency is the fitted concentration of half-maximal effect; % is set by controls: 0 for no effect and ±100 for the full control effect; nearly all actives have a fitted effect of over 65% in size
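IDH1-R132H (0.5 ug/mL) preincubated 30 min with compound, then NADPH (0.016 mM) and alpha-KG (2 mM) added; 80 min at RT, pH 7.5. Remaining NADPH coupled via diaphorase/resazurin to fluorescence (540/590 nm); concentration-response curves normalized to no-enzyme control.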
Vif-APOBEC3F blk – inhibitors of Vif-A3F interaction | HeLa A3F-eYFP + Vif (tagged APOBEC3F with the HIV-1 protein that degrades it), YFP fluorescence increase | Potency, µM (titrated, usually from 46.1 µM), for inactives: at the highest dose activity, negative = active | 0.2% of 390,000 active | AID 602313; note: potency is the fitted concentration of half-maximal effect; % of control where 0% means no effect; nearly all actives have a fitted effect of over 65% in size
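Fluorescence increase (Ex 488/Em 500-530) after overnight compound treatment at 37 deg C flags inhibition of Vif-driven A3F-eYFP loss in stable HeLa A3F-eYFP/Vif cells seeded overnight beforehand.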
rTrxR1 inhibitor – rat TrxR1 inhibition. O89049. recombinant rTrxR1, NADPH fluorescence consumption, selenite substrate. Potency, µM (highest dose often 114 µM), without a hit: at the top dose activity change, negative = inhibition, actives largely listed as inhibitors. 1% of 390,000 active. AID 588453; note: potency is the fitted concentration of half-maximal effect; % is set by controls: 0 for no effect and ±100 for the full control effect; nearly all actives have a fitted effect of over 65% in size
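Rat TrxR1 (90 nM in the dispensed reagent) was pre-reduced with 400 uM NADPH for 5 min at room temperature, then incubated with compound for 15 min. After 400 uM selenite was added, NADPH fluorescence (Ex 340/Em 450 nm) was followed for 8 min.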
Glioma ERSR ind – inducers of ER stress response in human glioma cells; U87-MG GRP78 promoter luciferase reporter, 16 h; AID 602332; Potency, µM, inactives show top-dose activation, hits mostly activators; 0.02% of 420,000 active; note: potency is the fitted concentration of half-maximal effect; series mostly up to about 76 µM; % of control where 0% means no effect; nearly all actives have a fitted effect of over 35% in size
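Stably transfected U87-MG human glioma cells carrying a GRP78-based luminescent sensor were seeded at 1000 cells/well, pin-dosed with compounds and incubated 16 h. Luciferase reagent was then added, and end-point luminescence was read after 10 min at room temperature.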
RGS4 inhibitor – inhibitors of human regulator of G protein signaling 4. Transcreener GDP fluorescence polarization, RGS4-accelerated GTP hydrolysis. AID 504845. P49798. Potency, µM (top dose mostly 114 µM), inactives show top-dose activity change, negative = inhibition, actives largely listed as inhibitors. 0.039% of 390,000 active; note: potency is the fitted concentration of half-maximal effect; % is set by controls: 0 for no effect and ±100 for the full control effect; nearly all actives have a fitted effect of over 75% in size; some results filed as inactive show a strong effect at the top dose
Target sequence (P49798 whole entry, looked up): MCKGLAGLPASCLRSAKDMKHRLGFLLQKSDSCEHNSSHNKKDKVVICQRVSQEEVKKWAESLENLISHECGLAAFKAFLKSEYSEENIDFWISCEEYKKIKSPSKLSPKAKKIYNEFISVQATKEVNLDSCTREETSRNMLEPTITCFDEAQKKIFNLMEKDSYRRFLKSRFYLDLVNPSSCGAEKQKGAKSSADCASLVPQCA
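MLSMR compounds (23 nl, pin-transferred) preincubated 10 min at room temperature with a 500nM (2x) first reagent, then RGS4 at 900nM (2x) plus Transcreener GDP mix added; fluorescence polarization (620/688 nm) read before and after 90 min at 30 °C.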
LDHA block – blocks human lactate dehydrogenase A | P00338 | purified LDHA, NADH/diaphorase-resazurin fluorescence; active compounds read low | activity change, % (values are at about 110 or 230 µM) | 0.15% of 480,000 active | AID 1347041; in the data active = activity change below about -30%; inconclusive = mostly about -25% to -30%;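 note: plate controls were DMSO wells for no effect and wells without enzyme for full effect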
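Human LDH5 (2 nM) was incubated with 0.06 mM NADH and 0.2 mM pyruvate for 5 min at room temperature in Tris pH 7.4. Remaining NADH was coupled through diaphorase/resazurin, and resorufin fluorescence was read at 0 and 20 min.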
* hit, by the source's call; u = inconclusive; x = no result given; & = joins results of further samples; [ ] = remark or other dose. Unless noted, calls come from the whole dose curve; as a rule, active = well fitted curve in the direction sought with a large enough effect; inconclusive = small, poorly fitted or top-dose-only effect, or another doubt; inactive = no such curve, though single readings can be large; an effect the other way counts as inactive or inconclusive. An excerpt (hit frequency here may not be typical).

SMILES | USP1 inh | Vif-A3G inh | TrxR1 substrate | IDH1 R132H inh | Vif-APOBEC3F blk | rTrxR1 inhibitor | Glioma ERSR ind | RGS4 inhibitor | LDHA block
CCO[C@@H]1OC(C(=O)N2CCOCC2)=C[C@H](C)[C@H]1CCCO | -23% | -1% | 7%[57.1 µM] | -9% | -1% | 15%[57.1 µM] | -6% | 8% | -6
NC(=O)c1cc(S(=O)(=O)Nc2cccc(F)c2)co1 | 4% | -4% | 7%[57.1 µM] | -5% | 2% | 12%[57.1 µM] | -1% | -31% | -3
CSc1ccc(CNC(=O)C2CCN(c3nnc(-n4cccc4CNc4ccc(C)cc4)s3)CC2)cc1 | u | x | -2% | x | x | -13% | x | 10% | -2
Clc1cccc(Cl)c1Cn1ccc(C2CC2)n1 | -16% | -3% | 10%[57.1 µM] | 3% | 0% | 18%[57.1 µM] | 1% | -20% | -7
Cc1cccc(-n2c(SCC(=O)Nc3ccccc3Cl)nc3n[nH]c(C)c3c2=N)c1 | -9% | -4% | 2%[57.1 µM] | u | 0% | 22%[57.1 µM] | -7% | -9% | 1
COc1cccc(C(=O)NCC(=O)OCC(=O)c2ccccc2)c1 | -9% | 3% | -8% | 1% | -12% | -7% | 2% | -4% | 0
O=S(=O)(c1cnc[nH]1)N1CCCCCC1 | -12% | 1% | -3% | 3% | -1% | -2% | -2% | -45% | 0
Cc1ccc(-c2c3c(=O)n(C)c(=O)n(C)c3cn2Cc2cccnc2)cc1 | -12% | 0% | 11%[57.1 µM] | 5% | -1% | -10%[57.1 µM] | -4% | -53% | 2
COc1ccc(-c2oc3ncnc(NCCCN(C)C)c3c2-c2ccc(OC)cc2)cc1 | -12% | 0% | 61%[activator] | -2% | -16% | 10% | -2% | 28% | -2
Cc1cccc(NC(=S)NC(NC(=O)OCc2ccccc2)C(Cl)(Cl)Cl)c1 (stereo not drawn) | 4% | 0% | -2% | -7% | -10% | 19% | -3% | -4% | -6
O=C(/C=C/NCc1cccnc1)C(F)(F)C(F)(F)F | -9% | 1% | -14%[57.1 µM] | 8% | -4% | 28%[57.1 µM] | 3% | -28% | -3
Cc1cc(C)c(S(=O)(=O)N2CCCOC2CNC(=O)C(=O)NCCC2=CCCCC2)c(C)c1 (stereo not drawn) | 1% | 2% | 1% | 0% | -8% | 7% | -5% | 15% | -5

Single records, as listed above:
`NC(=O)c1cc(S(=O)(=O)Nc2cccc(F)c2)co1` in the list: USP1 inh: 4%; Vif-A3G inh: -4%; TrxR1 substrate: 7%[57.1 µM]; IDH1 R132H inh: -5%; Vif-APOBEC3F blk: 2%; rTrxR1 inhibitor: 12%[57.1 µM]; Glioma ERSR ind: -1%; RGS4 inhibitor: -31%; LDHA block: -3
`COc1ccc(-c2oc3ncnc(NCCCN(C)C)c3c2-c2ccc(OC)cc2)cc1` in the list: USP1 inh: -12%; Vif-A3G inh: 0%; TrxR1 substrate: 61%[activator]; IDH1 R132H inh: -2%; Vif-APOBEC3F blk: -16%; rTrxR1 inhibitor: 10%; Glioma ERSR ind: -2%; RGS4 inhibitor: 28%; LDHA block: -2

Following part
SMILES | USP1 inh | Vif-A3G inh | TrxR1 substrate | IDH1 R132H inh | Vif-APOBEC3F blk | rTrxR1 inhibitor | Glioma ERSR ind | RGS4 inhibitor | LDHA block
CCCn1c(NC(=O)C2CCN(C(=O)c3ccc(F)cc3)CC2)nc2ccccc21 | -1% | 1% | -1% | 8% | -24% | 1% | -4% | 18% | -5
CC(=O)Nc1ccc(NC(=O)CNC(=O)c2cccc(C)c2)cc1 | -2% | 3% | 3% | 4% | 1% | 16% | -2% | -11% | 1
CCOC(=O)C1CCCN(C(=O)C2CCN(S(=O)(=O)CC)CC2)C1 (stereo not drawn) | -9% | -1% | 7% | 8% | 0% | 6% | -1% | -49% | -6
Cc1cc(-c2ccccc2)c2c(=O)[nH][nH]c2n1 | -16% | -5% | 2% | 5% | 2% | 10% | -3% | -3% | -3
Cc1ccsc1/C=C(\CC(=O)O)c1nc2ccccc2o1 | -13% | 0% | -18% | -4% | -2% | -22% | 7% | 6% | -10
Cc1ccc2c(c1)c1c(c(=O)n(-c3ccccc3C)c(=O)n1Cc1ccccc1F)n2C | -10% | -7% | 32% | 13% | -12% | 62%[activator] | -4% | -16% | 2
CC(Oc1ccc(Cl)cc1)C(=O)Nc1ccccc1C(=O)N1CCOCC1 (stereo not drawn) | -17% | 2% | 1% | 7% | 6% | -4% | -1% | -4% | -1
Cc1cc(C)c(NC(=O)C2=CCN(S(=O)(=O)c3ccc(F)cc3)CC2)c(C)c1 | u | -1% | 5% | 2% | -2% | 21% | -6% | 13% | -7
CC[C@@]1(C(=O)OC)N[C@H](CN(C)C(=O)C2CCCCC2)[C@@H]2C(=O)N(Cc3ccccc3)C(=O)[C@@H]21 | -6% | -1% | -3% | 7%[38.3 µM] | -2% | 9% | -1% | 22% | -3
COc1ccccc1Nc1nc(N)nc(CCl)n1 | -5% | -20% | -17%[57.1 µM] | 5% | 0% | 9%[57.1 µM] | 0% | -20% | 3
COc1ccc(CSc2nncn2N)cc1Br | 7% | 1% | -4% | 0% | -3% | -6% | -2% | 14% | -7
O=C1c2ccc(Oc3ccc([N+](=O)[O-])cc3)cc2C(=O)N1c1ccncc1 | -13% | -3% | -1% | 0% | -2% | 17% | -4% | -8% | 0
COc1ccc(NC(=O)CCS(=O)(=O)c2cc3c4c(c2)CCN4C(=O)CC3)c(OC)c1 | 4% | 2% | 8%[57.1 µM] | -8% | 1% | 31%[57.1 µM] | -2% | -4% | -3
Cc1onc(-c2ccccc2)c1-c1ccnn1S(=O)(=O)c1ccc(Cl)cc1 | -26% | -7% | 7%[57.1 µM] | -2% | 2% | 25%[57.1 µM] | -2% | -9% | 1
CCCCC1(c2ccc(F)cc2)NC(=O)N(CC(=O)Nc2ccc(N3CCOCC3)cc2)C1=O (stereo not drawn) | -4% | 0% | -4% | 1% | -2% | 12% | 1% | 34% | 3
CCCCCC(=O)NC(=S)NNC(=O)c1ccc([N+](=O)[O-])cc1 | -20% | 3% | -11% | 0% | -5% | u | -2% | u | 1
CC1=NN(C(=S)Nc2ccccc2)C(C)(C)C1 | -4% | -1% | 2%[57.1 µM] | 7% | 1% | 1%[57.1 µM] | 1% | 10% | -8
Cc1ccc(NC(=O)COC(=O)Cn2cnc3c2c(=O)n(C)c(=O)n3C)cc1Cl | -11% | 3% | -4% | -7% | -19% | 6% | -1% | 16% | -2
Cc1oc2c(CN3CCCCC3)c(O)ccc2c(=O)c1-c1ccc(Cl)cc1 | -14% | -3% | 139%[activator] | -2% | -3% | u | 3% | -2% | -4
COc1ccc(-c2nc(CN(Cc3cnn(C)c3)C(C)C)c(C)o2)c(OC)c1 | -4% | -13% | 5% | 4% | -10% | 3% | -4% | 7% | -1
O=C(C(F)C(F)(F)F)N1CCN(c2ccccc2)CC1 (stereo not drawn) | -8% | 1% | 10% | 2% | -1% | 23% | -2% | 19% | -17
COc1cccc(NC(=O)CCNS(=O)(=O)c2ccc3c(c2)CC(C)N3C(=O)C2CC2)c1 (stereo not drawn) | -6% | -2% | 2% | 7% | 3% | 10% | -4% | -4%[56.9 µM] | 1
O=C(COc1ccccc1Cl)NC(=S)N1CCc2ccccc21 | -10% | -4% | -1% | 0% | 1% | -14% | 4% | -14% | -1
CC(=O)C1=C(C)NC(SCC(=O)c2ccc(F)cc2)=C(C#N)C1CC(C)C (stereo not drawn) | -6% | -3% | 5%[57.1 µM] | 2% | 2% | -38% | 1% | -49% | 3
CCC(CC)C(=O)Nc1c(C(=O)N2CCN(c3ccccc3)CC2)oc2ccccc12 | u | -1%&1% | -11%&-10% | -3%&-8% | 3%&4% | 1%&5% | -8%&0% | -9%&7% | -1&0

Sorted by molecular weight (largest number first): part of the list above
SMILES | USP1 inh | Vif-A3G inh | TrxR1 substrate | IDH1 R132H inh | Vif-APOBEC3F blk | rTrxR1 inhibitor | Glioma ERSR ind | RGS4 inhibitor | LDHA block
COc1ccc(NC(=O)CCS(=O)(=O)c2cc3c4c(c2)CCN4C(=O)CC3)c(OC)c1 | 4% | 2% | 8%[57.1 µM] | -8% | 1% | 31%[57.1 µM] | -2% | -4% | -3
Cc1onc(-c2ccccc2)c1-c1ccnn1S(=O)(=O)c1ccc(Cl)cc1 | -26% | -7% | 7%[57.1 µM] | -2% | 2% | 25%[57.1 µM] | -2% | -9% | 1
CCCCCC(=O)NC(=S)NNC(=O)c1ccc([N+](=O)[O-])cc1 | -20% | 3% | -11% | 0% | -5% | u | -2% | u | 1
O=C(C(F)C(F)(F)F)N1CCN(c2ccccc2)CC1 (stereo not drawn) | -8% | 1% | 10% | 2% | -1% | 23% | -2% | 19% | -17
